Screening data: PubChem BioAssay, Fisher Drug Discovery Resource Center
mcGAS lum = mouse cGAS inhibition by luminescence; inhibition, % at 12.5 µM; recombinant cGAS, Kinase-Glo ATP depletion luminescence; 0.15% of 160,000 active;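 further: 0% = negative control wells and 100% = reference inhibitor with no enzyme activity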
hcGAS inh = blocks human cGAS activity; Q8N884; recombinant h-cGAS, ATP depletion, Kinase-Glo luminescence; inhibition, % at 12.5 µM; 0.081% of 290,000 active; AID 1259398;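 further: 0% = vehicle reaction and 100% = reaction without DNA for no activity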
Target sequence (Q8N884 whole entry, looked up): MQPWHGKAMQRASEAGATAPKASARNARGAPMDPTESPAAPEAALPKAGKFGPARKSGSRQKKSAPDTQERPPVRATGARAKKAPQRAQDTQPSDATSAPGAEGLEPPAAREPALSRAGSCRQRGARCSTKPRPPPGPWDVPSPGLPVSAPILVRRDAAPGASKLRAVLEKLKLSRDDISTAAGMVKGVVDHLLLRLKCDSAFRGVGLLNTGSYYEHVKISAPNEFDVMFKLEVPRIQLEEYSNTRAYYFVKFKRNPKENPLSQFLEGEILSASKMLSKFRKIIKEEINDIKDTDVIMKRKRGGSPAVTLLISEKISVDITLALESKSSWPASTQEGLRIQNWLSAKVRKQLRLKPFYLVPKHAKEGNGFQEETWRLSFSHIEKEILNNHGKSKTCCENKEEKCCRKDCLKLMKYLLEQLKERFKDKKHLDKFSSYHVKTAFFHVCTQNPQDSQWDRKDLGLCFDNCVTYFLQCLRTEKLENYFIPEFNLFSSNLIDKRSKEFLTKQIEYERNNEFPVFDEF
NPYLR7 ag = mosquito NPYLR7 agonism; activation, % at 10 µM; HEK293T NPYLR7/Galpha15, GCaMP6s calcium fluorescence; 0.15% of 270,000 active; in the data active means activation above about 40%;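 further: 0% = vehicle and 100% = reference agonist at the receptor; some compounds past the cut are filed as inactive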
* = called active by the depositor; x = no result given; & = joins results of further samples. Unless noted, no stated cut-off is given here; in the data, active means inhibition above about 40%; inactive means the rest.

Below each SMILES: NPYLR7 ag	hcGAS inh	mcGAS lum
- O=C(c1cc(-c2cccs2)nn1-c1ccc(F)cc1)N1CCC(Cc2ccccc2)CC1
→ -4	-1	-4
- Cc1ccc(C(=O)C(C)Oc2ccccc2Cl)cc1 (stereo not drawn)
→ 9	-6	x
- CSCCCNC(=O)c1cccc(OC2CCN(C(=O)C3CC3)CC2)c1
→ 15	-2	x
- CCOCCCn1c(SCc2cc3c(cc2Cl)OCO3)nc2cc(S(=O)(=O)N3CCOCC3)ccc21
→ 12	-10	-4
- Cc1ccc(CC2CCCN(CC(=O)Nc3nncs3)C2)cc1 (stereo not drawn)
→ 17	-11	-8
- COC(=O)Cn1nc(C)c2ccccc2c1=O
→ 4	-2	-6
- CCn1cc(S(=O)(=O)N2CCC3(CC2)CC(OCC2CC2)CCO3)cn1 (stereo not drawn)
→ x	-9	-6
- COc1cn(CC(=O)NCc2ccc(C)cc2)c(CN2CCC(C)CC2)cc1=O
→ -1	-10	-8
- CN(Cc1nc2ccccc2s1)C(=O)CCC1(Cc2ccc(F)cc2)CCC(=O)N1 (stereo not drawn)
→ 23	-11	-15
- CCN(CCCNC(=O)c1ccc(Cn2c(=O)[nH]c3ccccc3c2=O)cc1)c1ccccc1
→ -9	2	x
- CCCc1cc(=O)n(CC(=O)N2CCCCCC2)c(-n2nc(C)cc2C)n1
→ -5	-11	-8
- COc1ccc(-c2nnc3ccc(SCC(=O)Nc4ccc(C(C)=O)cc4)nn23)cc1
→ 14	-5	-6
- O=C(/C=C/c1cccs1)N(CCCN1CCOCC1)c1nc2c(F)cccc2s1
→ -4	-5	-8
- CC(C)C(=O)N(C)Cc1ccc(C(=O)N2CCc3[nH]ncc3C2)cc1
→ 8	-12	-7
- Cc1nc(=S)c2c([nH]1)-c1ccccc1CC21CCCCC1
→ 7	-4	x
- Fc1cc(Br)ccc1-n1ncnc1-c1ccc2c(c1)OCO2
→ 14	-4	x
- CCOc1cn(C)c(C(=O)Nc2ccc(Oc3ccccc3)cc2)cc1=O
→ 13	-7	x
- COc1ccc(S(=O)(=O)N(C)CCc2ccccc2)cc1N1CCN(S(=O)(=O)c2cc(Cl)cc(Cl)c2)CC1
→ 30	-3	-8
- CCOc1ccc(N2C(=O)CSC2c2cccc(NC(=O)c3cccc(OC)c3)c2)cc1 (stereo not drawn)
→ 6	-2	-3
- O=C1CN(C(=O)c2ccc(F)cc2)CC(O)CN1CCOc1ccccc1 (stereo not drawn)
→ 19	-3	-5
- O=C(Nc1ccc(Nc2ccc(-n3cccn3)nn2)cc1)C1CCCO1 (stereo not drawn)
→ -4	-4	-10
- CC(C)(C)C(=O)Nc1cnn(Cc2ncc(-c3cccs3)o2)c1
→ 12	-7	x
- O=C(Cn1nc(-c2ccc([N+](=O)[O-])cc2)nc1-c1ccccc1)Nc1ccccc1
→ -3	5	-2
- COc1ccc(NC(=O)CSc2nnc(CNC(=O)c3ccco3)n2-c2ccc(F)cc2)cc1
→ 7	0	1
- COc1cccc(C2c3cccn3CCCN2Cc2ccc(O)cc2O)c1 (stereo not drawn)
→ 5	0	-2
- C/C=C(\C)CN(C)CCN(CC)CC
→ -8	-4	x
- O=C(Cc1ccccc1)N(Cc1csc(COc2ccc(Cl)cc2)n1)C1CC1
→ -1	-6	-9
- N#Cc1ccc(NC2=NCCC2)cc1
→ 1	-6	x
- CC1=NCCN1S(=O)(=O)c1ccc(Br)cc1
→ 4	-7	-3
- Cc1cnc(N(C)CC2CC(=O)N(C(C)(C)C)C2)nc1N(C)C (stereo not drawn)
→ 2	4	x

Single records, as listed above:
Shown for `COc1ccc(S(=O)(=O)N(C)CCc2ccccc2)cc1N1CCN(S(=O)(=O)c2cc(Cl)cc(Cl)c2)CC1` = NPYLR7 ag: 30; hcGAS inh: -3; mcGAS lum: -8
Shown for `O=C(c1cc(-c2cccs2)nn1-c1ccc(F)cc1)N1CCC(Cc2ccccc2)CC1` = NPYLR7 ag: -4; hcGAS inh: -1; mcGAS lum: -4

Some values from above:
For hcGAS inh, CSCCCNC(=O)c1cccc(OC2CCN(C(=O)C3CC3)CC2)c1 shows -2
For hcGAS inh, O=C(c1cc(-c2cccs2)nn1-c1ccc(F)cc1)N1CCC(Cc2ccccc2)CC1 shows -1
For hcGAS inh, C/C=C(\C)CN(C)CCN(CC)CC shows -4

Part of the list above, set out differently.
| Molecule | NPYLR7 ag | hcGAS inh | mcGAS lum |
| --- | --- | --- | --- |
| CC1=NCCN1S(=O)(=O)c1ccc(Br)cc1 | 4 | -7 | -3 |
| CC(C)C(=O)N(C)Cc1ccc(C(=O)N2CCc3[nH]ncc3C2)cc1 | 8 | -12 | -7 |
| Fc1cc(Br)ccc1-n1ncnc1-c1ccc2c(c1)OCO2 | 14 | -4 | x |
| O=C(c1cc(-c2cccs2)nn1-c1ccc(F)cc1)N1CCC(Cc2ccccc2)CC1 | -4 | -1 | -4 |
| CCN(CCCNC(=O)c1ccc(Cn2c(=O)[nH]c3ccccc3c2=O)cc1)c1ccccc1 | -9 | 2 | x |
| COc1cn(CC(=O)NCc2ccc(C)cc2)c(CN2CCC(C)CC2)cc1=O | -1 | -10 | -8 |
| COC(=O)Cn1nc(C)c2ccccc2c1=O | 4 | -2 | -6 |

(listing goes on)
Below each SMILES: NPYLR7 ag	hcGAS inh	mcGAS lum
- COCCN1CCCC2(CCN(Cc3cccc(SC)c3)C2)C1=O (stereo not drawn)
→ 15	-8	x
- O=C(NNC(=O)c1ccc2c(c1)S(=O)(=O)c1ccccc1C2=O)c1ccc(F)cc1
→ -7	-11	x
- Cc1cc(Cl)cc2c(N=Nc3ccccc3C(=O)O)c(O)[nH]c12
→ -2	11	x
- COCC(=O)N1CCC(c2nc(CC3CCN(C)CC3)no2)CC1
→ 10	-3	x
- O=C(c1ccc(CSc2nc(-c3ccccc3)cc(N3CCN(c4ccccc4F)CC3)n2)cc1)N1CCOCC1
→ 11	-10	-5
- Cc1cc(C)c2[nH]c(O)c(N=NC(=O)c3ccccc3O)c2c1
→ -3	-4	-3
- CC1(NC(=S)Nc2nccs2)CCS(=O)(=O)C1 (stereo not drawn)
→ -7	-2	x
- CC(C)c1cc(C(=O)N(CC2CCN(Cc3ccccc3F)CC2)CC2CCCO2)on1 (stereo not drawn)
→ 11	-8	x
- O=C(CC1C(=O)NCCN1CC1CCCCC1)NCCc1cn2cccnc2n1 (stereo not drawn)
→ 15	-5	-10
- O=C(O)c1ccc(N2C(=O)/C(=C/c3ccc(-c4ccc(Br)cc4)o3)C=C2c2ccccc2)cc1
→ 2	-5	-3
- NC(=O)C1CCN(C(=O)C2CCCc3sc(NC(=O)c4ccc(Cl)cc4)nc32)CC1 (stereo not drawn)
→ 30	1	x
- CCOCCCNC(=O)c1c(C)c(C(=O)OCC)n(C)c1C
→ 6	-4	-7
- CC(C)Oc1cc(-c2ccc3c(c2)OCO3)nc(N)n1
→ -2	-6	x
- COCCn1c(C(=O)NCCc2ccccc2)cc2c(=O)n(C)c(=O)n(C)c21
→ -1	-11	-10
- CCOCCOc1nc(-c2ccc(C)cc2)n(-c2ccc(NCC(O)COCC(C)C)cc2)n1 (stereo not drawn)
→ -2	-5	-4
- Cc1ccc(Cc2nc(N3CCN(C(=O)c4ccccc4Cl)CC3)c3c(-c4cccnc4)noc3n2)cc1
→ 0	5	0
- CCc1nc2n(n1)C(=O)C(C(c1ccc(OC)cc1)N1CCC(C)CC1)S2 (stereo not drawn)
→ -2	4	0
- O=C(NCC1CCCCN1C(=O)C1CC2CCC1O2)c1ccccc1 (stereo not drawn)
→ -15	-5	x
- C=CCNC(=O)Cn1c(CO)c[nH]c1=S
→ -3	-2	x
- C=CCn1c(=O)c2c(nc3n2CC(C)=NN3CCOCC)n(C)c1=O
→ 5	-5	-7
- CN(Cc1ccc(-n2cccn2)cc1)Cc1cnc(N2CCOCC2)s1
→ 12	-3	x
- CN1CC2N(C(=O)Cc3cccs3)C3CCC2(CC3)OC1=O (stereo not drawn)
→ 7	4	0
- CN(C)c1nc(N)nc(COc2ccccc2F)n1
→ 5	10	x
- O=C(NCCCn1nc(-c2ccco2)ccc1=O)c1ccc(-c2ccccc2)cc1
→ -2	-2	x
- CCC(=O)c1ccc(OCC(O)Cn2c(C)nc3ccccc32)cc1 (stereo not drawn)
→ 5	-11	x
- COc1ccc(C2CC(=O)n3nc(C45CC6CC(CC(C6)C4)C5)nc3S2)cc1OC (stereo not drawn)
→ 1	0	x
- COc1cc2c(cc1CNC(=O)c1cn3c(n1)CNCC3)CCC2
→ 4	0	-2
- CNc1nc2cnc(Nc3ccc(C#N)cc3)cc2n1-c1cccc(C(F)(F)F)c1
→ 9	-4	-6
- O=C(Oc1ccc2c(C(F)(F)F)cc(=O)oc2c1)C1=CC=CN2CCS(=O)(=O)N=C12
→ 22	-6	x
- Cc1ccc(-c2nn(Cc3cccc(F)c3)c(=O)c3nc(C)sc23)cc1
→ 2	10	-5

Molecules from the list above that have a CF3 group, in the order listed:
Below each SMILES: NPYLR7 ag	hcGAS inh	mcGAS lum
- CNc1nc2cnc(Nc3ccc(C#N)cc3)cc2n1-c1cccc(C(F)(F)F)c1
→ 9	-4	-6
- O=C(Oc1ccc2c(C(F)(F)F)cc(=O)oc2c1)C1=CC=CN2CCS(=O)(=O)N=C12
→ 22	-6	x

Continuation.
Below each SMILES: NPYLR7 ag	hcGAS inh	mcGAS lum
- COc1cc(-c2cc(C(=O)N/N=C\c3cccnc3)[nH]n2)ccc1OC(C)C
→ -1	-2	-2
- CCOC(=O)c1cc(-c2ccc(N3CCN(C(=O)c4cc(C)oc4C(F)(F)F)CC3)cc2)n(-c2ccccc2C)n1
→ 3	-5	-7
- Cc1ccc(Cc2nc(N3CCN(C(=O)COc4ccc(Cl)cc4)CC3)c3c(C)nn(-c4ccc(F)cc4)c3n2)cc1
→ -4	0	0
- C1CCN(c2nc3nonc3nc2N2CCCC2)C1
→ 2	-9	x
- Cc1ccc(Cn2c(CN3CC(C)OC(C)C3)nc3c2c(=O)n(C)c(=O)n3C)cc1 (stereo not drawn)
→ 0	-3	-8
- CCN(CC(=O)NC(C)C)C(=O)CN1CCCC(O)C1 (stereo not drawn)
→ 1	-9	x
- Fc1ccccc1C1CC(c2ccc(I)cc2)=Nc2nnnn21 (stereo not drawn)
→ 12	-4	x
- CCN(c1ccccc1)S(=O)(=O)c1c(-c2ccc(C)cc2)csc1C(=O)OC
→ 10	-7	-4
- Cc1ccc(Cc2nc(N3CCCN(C(=O)C4C[C@H]4c4ccccc4)CC3)c3c(C)nn(-c4ccc(F)cc4)c3n2)cc1 (stereo partly drawn)
→ 4	-1	-4
- COc1ccc(OC)c(-c2cccc(-c3ccc(NC(=O)c4ccccc4C(F)(F)F)cc3)n2)c1
→ -3	-4	-4
- Cc1ccc(C2(O)CCN(C(=O)c3cc4ccccc4s3)CC2)nc1
→ 8	-1	-17
- CCN1CCCC(C2NCCc3nc(N)sc32)C1 (stereo not drawn)
→ x	-2	-10
- Cc1cc(O)c(CN2CCC(C)CC2)c2c1C(=O)/C(=C/c1ccncc1)O2
→ 16	-4	-5
- Cc1cc(C(=O)NCC2CCCN(Cc3nc4ccccc4s3)C2)no1 (stereo not drawn)
→ 13&-1	-6&-10	-13
- C=CCN(CC=C)C(=O)CSc1nnc(Cc2ccccc2)n1-c1ccccc1OC
→ 3	-4	-5
- CC12CCC(CC1=NN=Cc1ccc(Cl)c([N+](=O)[O-])c1)C2(C)C (stereo not drawn)
→ 1	-5	x
- COC(=O)C1CCCCN1C(=O)c1cc(COc2ccc(C(C)=O)cc2)on1 (stereo not drawn)
→ 1	-3	-4
- COc1coc(CN2CCOC(CC3CCCCC3)C2)cc1=O (stereo not drawn)
→ x	-11	-5
- CC1CCCC(c2ccccc2)N1S(=O)(=O)c1cnn(C)c1 (stereo not drawn)
→ -7	-5	x
- Cc1cnc(C(=O)OCc2cc(=O)n3c(C)cccc3n2)cn1
→ -3	-2	-1
- CN(Cc1nc2ccc(Cl)cc2[nH]1)C(=O)c1cnn2ccn(C)c12
→ -1	-1	-6
- O=C(Nc1nc(-c2ccc3c(c2)OCCO3)cs1)C1=COCCO1
→ -2	-3	x
- CCOC(=O)N1CCN(CC(=O)N2N=C(c3cccc(F)c3)CC2c2ccccc2C)CC1 (stereo not drawn)
→ 21	-5	-4
- CN(C)CC1(O)CCCN(C(=O)c2cnc3ccccn3c2=O)C1 (stereo not drawn)
→ -2	-3	-13
- Cc1cc(C)c2c(n1)nn1c(N3CCN(C)CC3)cc(C)nc21
→ -1	-8	-8
- O=C(NCCSc1ccccc1)c1ccc2c(c1)OCO2
→ 15	-7	x
- O=c1cc(NC2CCN(C/C=C/c3ccccc3)CC2)c2ccccc2o1
→ 0	-2	x
- CCc1nn(C)c(Cl)c1CN1CCC2(CCNCC2)CC1
→ x	-11	-13
- CCOC(=O)CN([C@@H]1C[C@@H]2CO[C@H](c3ccccc3)C[C@@H]2C1)S(C)(=O)=O
→ 25	-8	-9
- CCn1c(CC2CCN(c3cc(C)nc(C(C)C)n3)CC2)nn(C)c1=O
→ 2	-3	-17
- Cc1ccc(Cl)cc1-n1c(C)c(C)n2c3c(=O)n(CCN4CCOCC4)c(=O)n(C)c3nc12
→ 6	-12	x
- O=S(=O)(Nc1cccc2cccnc12)c1ccc(F)cc1
→ 14	-16	x
- COCCCNC(=O)c1cc(NC(=O)c2cc(Cl)cc(Cl)c2)ccc1N1CCCC1
→ 0	-3	0
- COc1cccc(C(=O)N2CCCC(N3CCN(c4ccccc4C)CC3)C2)c1 (stereo not drawn)
→ -2	-4	x
- COc1ccc(Br)cc1CO
→ -7	1	x
- CC1CN(c2ccc(NC(=O)NCC(c3ccco3)N(C)C)cn2)CC(C)O1 (stereo not drawn)
→ 6	-2	x
- CCNC(=O)[C@@H]1C[C@@H](N)CN1C(=O)C12CC3CC(C1)CC(n1cncn1)(C3)C2
→ x	-16	-6
- CCC(C)N(Cc1ccc(OC)c(OS(=O)(=O)c2ccc(F)cc2)c1)C(=O)c1cccs1 (stereo not drawn)
→ 20	0	-7
